Source: PubChem
ROC1-CUL1 inh – inhibitors of human ROC1-CUL1 ubiquitin ligase activity; AID 1347404, 2020; actives 0.6% (n = 140,000); inhibition, % at 10 µM; E3 ubiquitin-protein ligase RBX1 (Homo sapiens) + Cullin-1 (Homo sapiens), P62877+Q13616; in vitro K48 di-Ub FRET, acceptor:donor ratio, 45 min; in the data active = inhibition above about 25%
Target sequence (P62877 whole entry, looked up): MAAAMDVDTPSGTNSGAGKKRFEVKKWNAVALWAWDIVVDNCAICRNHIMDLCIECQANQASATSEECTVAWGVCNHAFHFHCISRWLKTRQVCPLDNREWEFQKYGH
Target sequence (Q13616 whole entry, looked up): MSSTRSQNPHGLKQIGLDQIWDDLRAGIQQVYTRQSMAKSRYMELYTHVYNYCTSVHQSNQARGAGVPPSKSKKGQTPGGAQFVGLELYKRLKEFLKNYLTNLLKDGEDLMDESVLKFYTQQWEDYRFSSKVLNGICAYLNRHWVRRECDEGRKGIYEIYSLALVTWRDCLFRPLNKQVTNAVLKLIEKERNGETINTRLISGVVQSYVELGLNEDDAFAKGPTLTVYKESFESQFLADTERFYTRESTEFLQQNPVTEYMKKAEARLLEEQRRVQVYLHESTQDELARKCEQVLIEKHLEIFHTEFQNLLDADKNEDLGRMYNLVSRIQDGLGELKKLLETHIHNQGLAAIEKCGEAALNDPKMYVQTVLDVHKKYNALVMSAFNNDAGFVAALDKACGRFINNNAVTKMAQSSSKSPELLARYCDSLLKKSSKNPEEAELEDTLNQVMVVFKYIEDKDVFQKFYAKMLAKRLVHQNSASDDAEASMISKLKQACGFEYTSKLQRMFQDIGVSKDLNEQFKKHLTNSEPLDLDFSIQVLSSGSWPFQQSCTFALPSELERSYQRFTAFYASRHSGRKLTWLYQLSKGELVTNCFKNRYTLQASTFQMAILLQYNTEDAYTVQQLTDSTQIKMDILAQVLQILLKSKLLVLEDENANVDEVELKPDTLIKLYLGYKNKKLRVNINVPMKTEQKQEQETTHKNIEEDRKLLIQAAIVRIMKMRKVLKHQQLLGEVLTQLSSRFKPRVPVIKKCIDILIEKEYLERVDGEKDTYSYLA
Starred values were filed as active, the others as inactive. An excerpt; count on the stated rates, not on these rows.

ROC1-CUL1 inh	Structure
-7	O=C(NCCOc1ccccc1)c1n[nH]c(=O)c2ccccc12
-2	c1ccc(OCCn2c(Nn3cnnc3)nc3ccccc32)cc1
-1	CC(C)(C)c1ccc(OCC(=O)Nc2ccc(C(=O)OC3CCCCC3)cc2)cc1
15	CC(=O)Nc1c(C)nn(-c2ccccc2)c1N1CCC(C(=O)Nc2ccc(Cl)cc2C)CC1
-3	Cc1cc(C)c2c(N)c(C(=O)OC(C)C)sc2n1
-5	O=C(CC(c1ccccc1)c1ccc2c(c1)OCO2)NCc1cnc2ccccn12 (stereo not given)
5	O=c1[nH]cccc1-c1ccc[nH]c1=O
12	Cc1c(C(C)NCc2ccccc2OC(F)F)cnn1-c1ccccc1 (stereo not given)
-8	Cc1ccccc1OC(=O)C(C)c1cccc(C(=O)c2ccccc2)c1 (stereo not given)
5	CCOC(=O)c1cnc(N2CCN(c3cccc(C)c3C)CC2)c2ccccc12
-6	CCCSc1nnc(NC(=O)Cc2coc3cc(C)ccc23)s1
-6	Cc1nnc2c(N3CCN(c4ccccc4)CC3)nc3ccc(C(=O)c4ccccc4)cc3n12

2 compounds drawn at random from the list so far:
ROC1-CUL1 inh	Structure
-6	CCCSc1nnc(NC(=O)Cc2coc3cc(C)ccc23)s1
-7	O=C(NCCOc1ccccc1)c1n[nH]c(=O)c2ccccc12

Arranged by formula weight (descending): some entries from above.
ROC1-CUL1 inh	Structure
-1	CC(C)(C)c1ccc(OCC(=O)Nc2ccc(C(=O)OC3CCCCC3)cc2)cc1
5	CCOC(=O)c1cnc(N2CCN(c3cccc(C)c3C)CC2)c2ccccc12
12	Cc1c(C(C)NCc2ccccc2OC(F)F)cnn1-c1ccccc1 (stereo not given)
-2	c1ccc(OCCn2c(Nn3cnnc3)nc3ccccc32)cc1

The list continues:
ROC1-CUL1 inh	Structure
-5	Cc1[nH]c2ccccc2c1C(=O)C(F)(F)F
2	O=C(c1ccccc1OC1CCN(C2CCSC2)CC1)N1CCCCC1 (stereo not given)
1	Cc1cc(C)cc(C(=O)N2CC(=O)Nc3ccc(Br)cc3C2c2ccccc2)c1 (stereo not given)
-5	COc1ccc(Nc2nc(NCc3ccco3)nc(N/N=C/c3ccc(-c4cccc(Cl)c4)o3)n2)cc1
3	COC(=O)C(NC(=O)c1ccccc1C)(Nc1ccc(Br)cn1)C(F)(F)F (stereo not given)
-1	O=C(c1cc(-c2ccccc2)on1)N1CCCCCC1
11	COC(=O)c1sccc1S(=O)(=O)N(CC(=O)Nc1ccccc1C)c1ccc(Cl)cc1
5	COc1ccc(-c2nc3ccccc3n3c(-c4ccccc4)c4c(=O)n(C)c(=O)n(C)c4c23)cc1OC
-5	COc1cc(NC(=S)N2CCN(c3cc(Cl)ccc3C)CC2)cc(OC)c1
-2	CCN(Cc1ccccc1)S(=O)(=O)c1ccc(F)cc1
-11	CCCN1CCN(c2ncnc3sc(C(=O)Nc4cccc(Cl)c4C)c(C)c23)CC1
-4	CCOC(=O)c1c(-c2ccc(C)cc2)csc1NC(=O)c1cccc(C)c1
-4	O=C1CCSc2nc(-c3cccc([N+](=O)[O-])c3)nn21
-1	CN(C)CCCN1Cc2cccc3c2C1CCC3 (stereo not given)
3	CC1(C)Cc2c(sc3c2c(=O)n(-c2ccccc2)c2nnnn32)CO1
8	COc1ccc(NC(=O)COc2ccc3c(=O)c(Oc4ccccc4C(C)C)coc3c2)cc1
6	Cc1nnc(NC(=O)N2CCCCC2CCc2ccccn2)s1 (stereo not given)
1	Cn1cc(S(=O)(=O)N2CCCCCC2)cc1C(=O)N1CCN(c2ccc(Cl)cc2)CC1
1	COc1ccccc1CNC(=O)c1cc2cc(S(=O)(=O)N3CCCCC3)ccc2n1C
9	N=C1/C(=C/c2cccc(OC(=O)c3ccc(F)cc3)c2)C(=O)N=C2SC(C3CCCCC3)=NN12
7	COc1ccc(NC(=O)CSc2nnc(Cc3ccccc3)o2)cc1
-9	COc1ccc(C2CC(=O)C3C(=Nc4ccccc4NC3c3cccc4ccccc34)C2)cc1 (stereo not given)
1	COc1ccc(OC/C=C/CN2CCN(C)CC2)cc1
8	Cc1cccc(-c2nc(CS(=O)CC(=O)NCc3ccc(Cl)cc3)c(C)o2)c1 (stereo not given)
14	O=C1NC(=Nc2ccc(I)cc2)S/C1=C\c1ccc([N+](=O)[O-])o1
7	COc1ccccc1Oc1ncccc1CNC(=O)c1ocnc1C
1	Cc1ccc(C)c(Cn2c(=O)c3c(nc4n(CCO)c(C)cn34)n(C)c2=O)c1
-5	COc1ccc(/C=N/Nc2nc(-c3ccccc3)cs2)cc1
-3	COc1cc(NC(=O)CNC(=O)Cn2ccc3ccccc3c2=O)cc(OC)c1OC
-1	Cc1ccccc1OCCSc1nc2ccc(NC(=O)c3ccco3)cc2s1
1	Cc1cccc(C)c1OC(=O)NC(C)(C(F)(F)F)C(F)(F)F
6	CCCc1ccc(-c2csc(NC(=O)c3cccnc3Cl)c2C(=O)OC)cc1
-3	COc1ccc(OC)c(-c2csc(NC(=O)c3ccc(COc4ccc(Cl)cc4Cl)o3)n2)c1
-4	CCC12CN3CC(CC)(CN(C1)C3c1cccc(OC)c1O)C2=O (stereo not given)
-5	CCc1ccc(N2C(=O)CC(N3CCN(c4ccccc4F)CC3)C2=O)cc1 (stereo not given)
1	CCOC(=O)C1CCCN(CCC(=O)Nc2cccc(C)c2)C1 (stereo not given)
-9	Cc1nc2ccc(Cc3ccc4nc(C)oc(=O)c4c3)cc2c(=O)o1
-7	Cc1cccc(N2CC(C(=O)NC(C)C)CC2=O)c1 (stereo not given)
-9	CC(C)(C)C1=CC(=O)C(Sc2cc(Cl)c(Cl)cc2Cl)C(=O)N1c1ccccc1 (stereo not given)
8	COC(=O)c1ccc(C(=O)OC)c(NC(=O)NC2(C(F)(F)F)Oc3ccccc3O2)c1
-9	O=C(Nc1ccc(S(=O)(=O)N2CCCCC2)cc1)C1CCCO1 (stereo not given)
-17	Cn1c(/C=C/c2ccccc2Cl)nc2ccc(I)cc2c1=O
0	O=C(c1cccc(Cl)c1)N1CCC(c2nc3c(nnn3Cc3ccc(F)cc3F)c(=O)[nH]2)CC1
2	Nc1n[nH]c(CCCc2nc(N)n[nH]2)n1
-1	CCN(C(=O)Cn1cc(S(=O)(=O)Cc2ccccc2Cl)c2ccccc21)c1ccccc1
-12	CCOC(=O)c1ccc(N2C(=O)c3n[nH]c(-c4ccco4)c3C2c2cccc(O)c2)cc1 (stereo not given)
-5	COC(=O)c1cnn2c(C(F)(F)F)cc(-c3cc(OC)c(OC)c(OC)c3)nc12
1	C#CCCCOc1nc(Cl)c(C)n(Cc2ccccc2)c1=O
-3	CC(C)(C)SCCNC(=O)CN(c1ccccc1)S(=O)(=O)c1ccccc1[N+](=O)[O-]
3	CNCc1cc(Cl)c(OC)c(OC)c1
11	COCCNC(=O)c1ccc(OC(C)C)c(Br)c1
-17	Nc1nnc(-c2ccccc2-c2nnc(N)s2)s1
-5	Cc1ccc(N2CC(C(=O)N3CCCC3)CC2=O)c(C)c1 (stereo not given)
-7	COc1ccc(CCNC(=O)Cn2nnc(-c3ccc(Cl)cc3)n2)cc1OC
-8	COc1ccc(N2CCN(C(=O)CCS(=O)(=O)c3cc(Br)cc4c3N(C(=O)C3CC3)CC4)CC2)cc1
0	Cc1cc(C)c(C#N)c(SCc2[nH]nc3c2C(c2cccs2)C(C#N)C(=N)O3)n1 (stereo not given)
-5	N#Cc1c(N)c(C(=O)c2ccc(Br)cc2)n2ccccc12
-4	CCc1ccc(OC(=O)CSc2nnc(-c3ccc(OC)c(OC)c3)o2)cc1
-8	Cc1cccc(C2CC(=O)Oc3c2c(=O)n(C)c2ccccc32)c1 (stereo not given)
1	COc1ccc(C(=O)Nc2nnc(S(=O)(=O)N(C)c3ccc(Cl)cc3)s2)cc1OC

Later entries.
ROC1-CUL1 inh	Structure
-3	OCC1CCN(Cc2ccccc2)CC1
-1	COc1ccc(-c2cc3nc(C)c(CCC(=O)N4CCN(c5cc(C)ccc5C)CC4)c(C)n3n2)c(OC)c1
-8	CCOC(=O)c1sc(Nc2cc(Cl)ccc2Cl)nc1-c1ccccc1
-4	CSc1nc(C)cc(Nc2cccc(C(=O)O)c2)n1
-2	CCOC(=O)NC(Nc1ccc(S(=O)(=O)Nc2ccc(OC)nn2)cc1)(C(F)(F)F)C(F)(F)F
-4	CC/C(=N\NC(=O)c1cc(C(C)C)cc(C(C)C)c1O)c1cccs1
6	COCCN1C(=O)NC(Cc2ccc(F)cc2)(C2CCN(C(=O)/C(F)=C/c3ccccc3)CC2)C1=O (stereo not given)
-6	Cc1ccccc1-n1cc(-c2ccc(Cl)cc2)[nH]c1=S
-6	CN(Cc1ccco1)[C@@H]1c2ccccc2C2(CCNCC2)[C@H]1O
3	COc1ccccc1N1C(=O)CC(=O)N=C1SCC(=O)Nc1ccc(C)cc1
6	CCc1ccc2oc(-c3cccc(NC(=O)c4ccc(N5CCC(C)CC5)c([N+](=O)[O-])c4)c3)nc2c1
-3	Cc1nc(NCCc2ccc3c(c2)OCCO3)c2c3c(sc2n1)CCC3

Four entries from above, field by field:
COCCN1C(=O)NC(Cc2ccc(F)cc2)(C2CCN(C(=O)/C(F)=C/c3ccccc3)CC2)C1=O (stereo not given)
- ROC1-CUL1 inh: 6

Cc1ccccc1-n1cc(-c2ccc(Cl)cc2)[nH]c1=S
- ROC1-CUL1 inh: -6

CN(Cc1ccco1)[C@@H]1c2ccccc2C2(CCNCC2)[C@H]1O
- ROC1-CUL1 inh: -6

COc1ccccc1N1C(=O)CC(=O)N=C1SCC(=O)Nc1ccc(C)cc1
- ROC1-CUL1 inh: 3

Other records follow:
ROC1-CUL1 inh	Structure
-9	COC(=O)NC(=O)c1cc2ccccc2oc1=O
0	COc1ccccc1CCNC(=O)C1CCCN1c1nc(C)c2ccc(S(C)(=O)=O)cc2n1 (stereo not given)
1	c1coc(CCNc2nc3nonc3nc2N2CCSCC2)c1
-2	CCOC(=O)c1c(C#N)c(SCc2ccc(Cl)cc2)nc2c1CN(CC)CC2
9	CNC(=O)c1cc2c(=O)n3ccccc3nc2n(CCc2ccccc2)c1=N
5	CCOC(=O)c1c(-c2ccc(OCC)cc2)csc1NC(=O)C1C2CCC(C2)C1C(=O)O (stereo not given)
3	Fc1ccc(-c2noc3c2CN(C2CCSC2)CC3)cc1F (stereo not given)
6	COc1ccc(CN2C(=O)O[C@@H]3CN(C(=O)NC(C)C)C[C@@H]32)cc1OC
-4	CCN(CC)Cc1csc2ccc(Br)cc12
2	CC12CCC(C(=O)N(CC(O)Cn3c4ccc(I)cc4c4cc(I)ccc43)C1=O)C2(C)C (stereo not given)
2	CCCS(=O)(=O)N1CC(=O)N(c2cc(C)ccc2C)C(C)(C(=O)NC2CCCCCC2)C1 (stereo not given)
4	c1cc2cnc3ccsc3c2cn1

Copied from the list.
ROC1-CUL1 inh with COc1ccc(CN2C(=O)O[C@@H]3CN(C(=O)NC(C)C)C[C@@H]32)cc1OC : 6
ROC1-CUL1 inh with c1cc2cnc3ccsc3c2cn1 : 4

More records follow:
ROC1-CUL1 inh	Structure
-3	CC1CCN(S(=O)(=O)Cc2ccc(Br)cc2)CC1
-10	Cc1[nH]n(-c2ccccc2)c(=O)c1C(c1ccccc1OCc1ccc(F)cc1)c1c(C)[nH]n(-c2ccccc2)c1=O
-3	O=S(=O)(c1cccnc1)N1CCCC(CO)(Cc2cccc(Cl)c2)C1 (stereo not given)
2	O=C(O)CCC1CN(C(=O)c2ccccc2)c2ccccc21 (stereo not given)
-11	O=C(NCC(c1cccnc1)N1CCc2ccccc2C1)c1ccc(F)c(F)c1 (stereo not given)
3	Cc1nnsc1C(=O)Nc1ccc(Cl)cc1
5	CC(/C=C/c1ccc2c(c1)OCO2)=N\NC(=O)c1cccnc1
-4	Cc1cc(C)n(CC(=O)N2CCCC(CNC(=O)c3cc(C)on3)C2)n1 (stereo not given)
-9	O=C(COc1ccc(C2CCCCC2)cc1)Nc1ccc(CN2CCOCC2)cc1
-1	O=C1N(Cc2ccc(F)cc2)CCCC1(O)CNCc1cccnc1 (stereo not given)
-2	CCO/C=C(\C(=O)OCC)C1=NC(=O)NC(=O)C1
2	CCOc1ccc(NC(=O)c2cn(C)c(=O)c3cc(OC)c(OC)cc23)cc1
-5	CC(C)Cn1c(CN2CCN(c3cccc(Cl)c3)CC2)nc2c1c(=O)[nH]c(=O)n2C
-3	O=C(NCCNC(=O)C1c2ccccc2Oc2ccccc21)C1c2ccccc2Oc2ccccc21
4	CC(CNC(=O)CCC1(Cc2ccc(Cl)cc2)CCC(=O)N1)c1ccccc1 (stereo not given)
2	Cc1nc(CN(C)C(=O)c2cccc(OC3CCN(C(=O)C4CC4)CC3)c2)cs1
4	CCOC(=O)c1cc(C(C)C)sc1NC(=O)C1CCCO1 (stereo not given)
9	COc1ccc(N=C(Nc2ccc(OC)cc2)C(=Nc2ccc(OC)cc2)Nc2ccc(OC)cc2)cc1
1	Cc1oc(-c2ccc(Cl)cc2)nc1CN1CCCCC1C (stereo not given)
5	S=C1NCCOCCOCCOCCNC(=S)N2CCOCCOCCN1CCOCCOCC2
-2	Oc1cccc(-c2cc(-c3ccccc3)c3c(ccc4ncccc43)n2)c1
13	O=C(NC1(C(F)(F)F)N=C(c2ccccc2)NC1=O)C1CCCCC1 (stereo not given)
-13	Clc1ccc(CNc2ncnc3onc(-c4ccc(Cl)cc4)c23)cc1
-1	CCOC(=O)c1c(NC(=O)CSC2=NC(C)=C(C(=O)Nc3ccccc3)C(c3ccco3)C2C#N)sc2c1CCCC2 (stereo not given)
-6	COc1ccccc1N1CCN(S(=O)(=O)CCNC(=O)COc2ccc(C(C)C)cc2)CC1
4	CC(C)(C)c1ccc(C2NC(=O)c3n[nH]c(-c4cccs4)c32)cc1 (stereo not given)
14	O=C(CCS(=O)(=O)c1cc(Br)cc2c1N(C(=O)C1CC1)CC2)N1CCN(c2cccc(C(F)(F)F)c2)CC1
5	CCCN(CCC)C(=O)Cn1c(=O)n(-c2ccc(Cl)cc2)c(=O)c2c3c(sc21)CCCCC3
0	Cc1c(C(=O)Nc2ccc(C(C)C)cc2)sc2nc[nH]c(=O)c12
